EP2 antag: human EP2 receptor antagonists, primary screen, TR-FRET cAMP, C6 glioma cells; Prostaglandin E2 receptor EP2 subtype (Homo sapiens), P43116; C6 glioma cells expressing human EP2; cells stimulated with saturating PGE2; inhibition, % at 25 µM; 0.52% of 260,000 active; AID 1422, 2008;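 active = percent inhibition above 40 after rounding to a whole number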;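 note: rat C6 glioma host cells with rolipram phosphodiesterase inhibitor present; the protocol text gives 20 µM as final concentration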
Target sequence (P43116 whole entry, looked up): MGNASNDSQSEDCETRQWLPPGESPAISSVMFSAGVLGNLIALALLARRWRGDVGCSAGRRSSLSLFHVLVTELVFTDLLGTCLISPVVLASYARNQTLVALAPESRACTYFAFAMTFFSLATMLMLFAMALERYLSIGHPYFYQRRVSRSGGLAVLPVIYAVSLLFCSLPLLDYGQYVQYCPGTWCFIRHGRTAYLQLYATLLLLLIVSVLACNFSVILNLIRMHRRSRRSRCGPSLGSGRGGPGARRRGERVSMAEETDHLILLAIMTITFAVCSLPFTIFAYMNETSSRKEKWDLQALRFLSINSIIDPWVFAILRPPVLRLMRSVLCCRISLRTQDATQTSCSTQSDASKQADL
Tb hexokinase: Trypanosoma brucei hexokinase 1 inhibitors, primary screen, biochemical, G6PDH-coupled NADH absorbance, MLSCN library; hexokinase 1 [Trypanosoma brucei]; recombinant TbHK1, G6PDH-coupled NADH A340; inhibition, % at 10 µM; 0.11% of 220,000 active; AID 1430, 2008;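 active = inhibition of 50% or more in the single-dose primary screen; inactive = inhibition below 50%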
PPC-1+TRAIL kill: compounds killing PPC-1 cancer cells with TRAIL present, primary screen, TRAIL potentiator project, ATPLite luminescence, uHTS | PPC-1 cells + TRAIL, ATPLite viability luminescence | cell killing (% activity), % at 4 µM | 0.41% of 220,000 active;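 active = cell killing above 50% in the first pass at 4 µM, then a duplicate retest at 5 µM averaging 50% or more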;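 note: plate controls were cells with TRAIL plus DMSO for no effect and medium-only wells lacking cells for full effect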
FXIIa inh: human FXIIa protease inhibitors, primary screen, biochemical, 1536-well; Coagulation factor XII (Homo sapiens), P00748; purified FXIIa, Boc-QGR-AMC fluorogenic substrate, 2 h; inhibition, % at 5 µM; 0.3% of 220,000 active; AID 800, 2007; in the data active = inhibition above about 40%;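 note: 0% = enzyme with no compound and 100% = blank without enzyme; many of its hits are not listed in these tables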
CHOP inhibitor: inhibitors of CHOP promoter induction, primary screen, cell-based, unfolded protein response, luciferase reporter; inhibition, % at 10 µM; AID 2732, 2010; CHO-K1 CHOP-promoter luciferase, tunicamycin-induced, 15-18 h; 3.8% of 220,000 active;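 active = compounds that reduced the stress-induced luciferase reporter signal by more than about 70% of percent inhibition, limit read from the data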;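 note: 0% = tunicamycin plus vehicle and 100% = wells without tunicamycin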
TNF necrop inh: inhibitors of TNF-alpha triggered necroptosis, primary screen, cell-based, Jurkat FADD-/-, single concentration; AID 463075, 2010; 0.068% of 220,000 active; Jurkat FADD-/- TNF necroptosis rescue, ATP luminescence, 24 h; 0 = TNF only, 100 = no-TNF cells; activation (protection from cell death), % at 10 µM;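 active = activation, meaning protection from cell death, of at least 50% relative to plate controls; inactive = activation below 50%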;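 note: necroptosis triggered by 40 ng/mL TNF-alpha added together with compound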
Wee1 stabilizer: Wee1 degradation inhibitors, primary screen, cell-based, HeLa, Wee1K328M-luciferase, luminescence | Wee1-like protein kinase (Homo sapiens), P30291 | HeLa Luc-Wee1K328M stability; 100% = proteasome inhibitor MG132 effect | reporter increase, % at 5 µM | 1.2% of 220,000 active | AID 1321, 2008;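 active = activation above the mean of all tested compounds plus 3 SD, set per screening run, cut at about 8.8% in these data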;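 note: cells exposed to compound for 20 h before luminescence read; 0% = DMSO alone and 100% = MG132 at 30 µM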
L929 necroptosis: inhibitors of zVAD-triggered necroptosis, primary screen, L929 cells. L929 zVAD necroptosis rescue, ATP luminescence, 24 h; with zVAD 60 µM. viability rescue, % at 10 µM. 0.38% of 220,000 active;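 active = activation, scaled between plate controls, above about 75%, limit read from the data; inactive = activation under that limit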;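 note: 0% = zVAD with DMSO and 100% = DMSO alone without zVAD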
FXIa inh: human FXIa protease inhibitors, primary screen, biochemical, 1536-well | AID 798, 2007 | 0.14% of 220,000 active | Coagulation factor XI (Homo sapiens), P03951 | inhibition, % at 5 µM | purified FXIa, Boc-Glu-Ala-Arg-AMC fluorogenic substrate;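 active = inhibition of at least 40%; inactive = inhibition below 40%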;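 note: fluorescence of freed AMC excited at 355 nm; 0% = enzyme without compound and 100% = no enzyme blank; many of its hits are not listed in these tables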
Target sequence (P03951 19-387 limits assumed): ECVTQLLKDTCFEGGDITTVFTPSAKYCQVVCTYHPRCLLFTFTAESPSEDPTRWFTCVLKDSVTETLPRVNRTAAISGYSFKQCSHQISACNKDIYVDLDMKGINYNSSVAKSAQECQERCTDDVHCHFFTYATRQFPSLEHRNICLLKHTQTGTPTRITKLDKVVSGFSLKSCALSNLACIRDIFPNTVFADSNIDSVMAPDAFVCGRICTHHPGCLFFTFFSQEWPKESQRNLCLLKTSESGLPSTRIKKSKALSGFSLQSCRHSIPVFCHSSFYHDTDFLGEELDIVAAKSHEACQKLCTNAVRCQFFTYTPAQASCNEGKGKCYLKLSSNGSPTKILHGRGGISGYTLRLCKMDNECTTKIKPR
Target sequence (P03951 388-625 limits assumed): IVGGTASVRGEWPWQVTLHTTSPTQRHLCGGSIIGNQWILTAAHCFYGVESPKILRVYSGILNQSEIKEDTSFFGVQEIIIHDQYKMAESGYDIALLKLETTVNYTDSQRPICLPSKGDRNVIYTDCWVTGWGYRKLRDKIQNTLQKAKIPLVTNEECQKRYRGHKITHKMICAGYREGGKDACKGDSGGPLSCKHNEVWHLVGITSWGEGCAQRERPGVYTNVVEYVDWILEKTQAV
Numbers without * were called inactive; x = no result given; & = joins results of further samples.

The line under a structure holds: EP2 antag, Tb hexokinase, PPC-1+TRAIL kill, FXIIa inh, CHOP inhibitor, TNF necrop inh, Wee1 stabilizer, L929 necroptosis, FXIa inh
Cc1[nH]c2ccccc2c1SCC(=O)N1CCCCCC1
→ -1, 17, 18, 1, -6, 1.7, -2, 1.5, -5
COc1ccc(NC(=O)Nc2nccs2)cc1
→ 5, -1, 46, 8, 20, -3.1, -1, 22, -1
CN(C)c1ccc(N2C(=O)CC(Sc3ccccc3C(=O)O)C2=O)cc1 (stereo not given)
→ 8, -3, 9, 8, -29, 2.6, 0, -0.1, 2
CC1(C)Cc2nc3sc4c(=O)[nH]cnc4c3cc2CS1
→ 9, -6, 18, 1, -26, -2.7, -1, -0.2, -7
Cn1c(COc2ccccc2)nnc1SCCC(=O)Nc1ccccc1
→ 7, 2, -3, 4, 10, 1.3, 3, 0.8, -6
CCOC(=O)c1cc2n(n1)C(C(F)(F)F)CC(C)N2 (stereo not given)
→ 16, -2, 5, 9, 35, -0.7, 1, -0.4, 0
Cc1ccc(NC(=O)c2cc3ccccc3oc2=O)cc1S(=O)(=O)N(C)C
→ 0, -7, 28, 2, 102*, 0.2, -4, -0.4, -4
Cc1nc2ccc(NC(=O)N3CCCCC3)cc2nc1C
→ 10, -9, -11, 10, 4, 1.0, 0, 0.2, 5
O=C(Nc1ccccc1C(=O)N1CCOCC1)C1CCCO1 (stereo not given)
→ 14, 7, 0, 0, 9, 0.2, 1, 0.5, -7
O=C(CSc1ccccc1)N1CCN(C(=O)c2ccco2)CC1
→ 6, -2, 7, 4, 7, -0.6, -1, 1.6, -4
Cc1cc(/C=C2\SC(=S)N(C)C2=O)c(C)n1-c1ccc(O)cc1
→ 18, -3, 17, 12, 58, -3.3, -2, 4.9, 19
COc1ccc(CNC(=O)C(c2ccncc2)N(C(=O)Cc2cccs2)c2ccc(C)cc2)cc1 (stereo not given)
→ 6, 3, -11, 29, -1, -3.1, 1, -0.5, 21
O=C(OCn1nnc2ccccc2c1=O)c1ccc(N2CCOCC2)c([N+](=O)[O-])c1
→ 3, -5, 35, 1, 13, 2.0, -5, 1.3, -2
O=C(NCC1CCCO1)c1ccccc1NC(=O)c1cccc2ccccc12 (stereo not given)
→ 11, 0, -8, 3, 20, -4.0, -2, -0.2, 3
Cc1ccc(NC(=O)N2CCCC2C(=O)NCC2CCCO2)cc1 (stereo not given)
→ 8, 1, 5, 5, -2, -0.5, 2, 5.1, -2
COc1ccc(N(C(=O)c2cccnc2)S(=O)(=O)c2cccs2)cc1
→ 13, -3, 4, 8, 27, 6.4, 1, 1.9, -2
Cn1nc(-c2ccccc2)c(C#N)c1Sc1cccc(Cl)c1
→ 11, 10, 1, -1, 65, -1.7, 2, 0.4, -12
COc1ccc(OC)c(NC(=O)c2cn(C)c(=O)c3cc(OC)c(OC)cc23)c1
→ x, -16, 18, 13, 19, 1.7, -3, 0.9, 4
COc1ccc(CNc2oc(-c3cccc4ccccc34)nc2C#N)cc1
→ 9, 1, 18, -47, 97*, 0.0, -1, 0.2, -18
COc1ccc(NC(=O)C2CCN(S(C)(=O)=O)CC2)cc1Cl
→ 9, 0, 9, 10, 15, 1.1, 2, 0.2, 1

Other records
The line under a structure holds: EP2 antag, Tb hexokinase, PPC-1+TRAIL kill, FXIIa inh, CHOP inhibitor, TNF necrop inh, Wee1 stabilizer, L929 necroptosis, FXIa inh
Cc1cccc2c(=O)oc(-c3ccc4c(c3)C(=O)N(CC3CCCO3)C4=O)nc12 (stereo not given)
→ x, 2, x, x, x, -1.1, -2, -0.2, x
O=c1nc(N2CCCC2)nc(Nc2ccccc2)[nH]1
→ x, 1, 17, 0, 35, -2.3, 2, 0.2, 3
O=C(c1nc2ccccn2c1CN1CCCC(c2nc3ccccc3o2)C1)N1CCCC1 (stereo not given)
→ 4, 1, -3, 8, -9, -0.3, -1, -1.6, 2
COC(=O)c1ccc(NC(=O)c2ccccc2)o1
→ 5, -10, 21, 11, -31, -2.0, 2, -0.3, 1
O=S(=O)(Nc1cccc(S(=O)(=O)N2CCCCCC2)c1)c1ccccc1
→ 4, 1, -6, 10, 23, 0.1, -2, 15, 0
COc1ccc(C)cc1NC(=O)c1nnn(CCc2ccccc2)c1N
→ 4, -17, 4, 13, 50, 1.1, 1, 1.7, 6
CN(C)S(=O)(=O)c1ccc(Cl)c(NC(=O)CN2CCCCCC2)c1
→ 4, -1, -3, 2, 16, 0.0, -2, 0.8, -3
CC1CCCC(C)N1C(=O)COc1ccccc1F (stereo not given)
→ 6, 3, -6, 3, 33, 7.1, -2, 1.8, -5
CCOCCCn1c(=N)c(C(=O)NCc2ccc3c(c2)OCO3)cc2c(=O)n3ccccc3nc21
→ x, -13, 3, 21, -18, -3.3, 1, 0.0, 4
COc1cc(C(=O)NC(=S)Nc2ccc(Cl)c(C(=O)O)c2)cc(OC)c1OC
→ 16, -2, 15, 11, 2, -2.2, 0, 0.0, -4
CCCCC(=O)Nc1ccc(C(=O)N2CCN(c3ccccc3OC)CC2)cc1
→ x, 8, 18, 0, -4, 0.8, 1, 0.8, -1
O=C(c1ccoc1)N1CCC2(CC1)Oc1ccc(Cl)cc1C(=O)C21CC(c2cccnc2)=NO1 (stereo not given)
→ 10, -22, 7, 8, 3, 3.0, x, -0.3, 3
CC(C)=CCc1c(C)nc2ccccc2c1C(=O)O
→ 5, -1, 9, 1, 3, 1.5, -1, 2.4, 4
COC(=O)C1CC(=O)c2ccsc2C1 (stereo not given)
→ 0, -2, 12, 9, 24, 1.0, -2, 0.5, -1
O=C(Nc1ccccc1C(F)(F)F)c1cc(S(=O)(=O)N2CCOCC2)ccc1F
→ 10, 3, 6, 17, -11, 0.7, -1, -1.1, 9
CC(C)CC(=O)Nc1ncc([N+](=O)[O-])s1
→ 8, -22, 15, 1, -12, 9.1, -2, 0.8, 1
COc1ccc2c(c1)C1=NN(/C(C)=C\C(C)=O)C(c3ccccc3)C1CC2 (stereo not given)
→ 12, -3, 8, 13, 29, 2.6, -1, 0.7, 6
Cc1ccc(N2C(=O)c3ccc(C(=O)N4CCN(Cc5ccccc5)CC4)cc3C2=O)cc1
→ 5, -5, 6, 8, 6, 3.0, 6, -0.6, -2
O=C(O)CC(=O)Nc1ccccc1C(=O)O
→ 23, 1, 19, 68*, 20, 1.0, 2, 0.4, 15
CCOC(=O)C1=C(C)Nc2nc(SCC)nn2C1c1ccc(OC)cc1 (stereo not given)
→ 4, -7, 16, 7, 45, -0.1, -1, -0.2, -10

More entries:
The line under a structure holds: EP2 antag, Tb hexokinase, PPC-1+TRAIL kill, FXIIa inh, CHOP inhibitor, TNF necrop inh, Wee1 stabilizer, L929 necroptosis, FXIa inh
Nn1c(SCC(=O)NC2CCCCC2)nnc1C1CC1
→ 16, -6, 6, 3, 44, -1.0, -1, -0.2, -6
CCN(CC)CCCN(Cc1cc2cc3c(cc2[nH]c1=O)OCO3)C(=S)Nc1ccccc1OC
→ 10, -16, -5, 38, 18, 2.1, -1, -1.8, 35
Cc1nnc(Nc2ccccc2F)s1
→ 9, 1, 19, 11, 12, 0.8, -1, 0.6, 2
Cc1nnc(SCC(=O)NNC(=O)c2ccc(Cl)cc2)n1CC1CCCO1 (stereo not given)
→ 9, 0, x, 3, -18, 0.8, -1, 1.3, -4
CCOC(=O)c1nnc(-c2ccccc2)nc1NCc1ccccc1
→ 3, -11, 28, -4, 62, -5.2, -2, -0.1, -5
O=C(/C=C/c1ccc(Cl)cc1)Nc1ccc(Br)cn1
→ 6, -12, 6, -10, -30, 2.3, 8, 0.7, -3
O=C(Nc1ccccc1C(=O)Nc1nnc(C(F)(F)F)s1)c1ccccc1
→ 22, -15, 16, 0, 88*, -24, -3, 2.0, -2
COc1cccc(N=Cc2ccc(O)cc2O)c1
→ 6, -11, -8, 13, 27, 1.1, -3, 0.1, 9
Cc1ccc(OCC(O)CN2CCN(CC(O)COc3ccc(C)cc3Cl)CC2)c(Cl)c1 (stereo not given)
→ 1, -9, 13, 30, 93*, -6.1, -1, 0.0, -1
Cc1ccc(OCC(=O)NS(=O)(=O)c2ccccc2)cc1
→ 7, -5, 6, 6, 5, -0.3, 0, 2.3, -2
CCN(CC)CCNC(=O)c1cn(CC)c2cc(N3CCN(C(=O)c4ccco4)CC3)c(F)cc2c1=O
→ 8, -18, -7, 9, 8, 0.3, 1, 0.4, 1
Cc1oc(-c2cc(F)ccc2F)nc1CN(C)Cc1ccc2nccnc2c1
→ 10, -7, -1, 13, 24, 0.7, 3, 0.7, -2
CCc1nnc(NC(=O)CCN(c2ccc(C)cc2)S(=O)(=O)c2ccccc2)s1
→ 6, 37, 14, 49*, 13, 5.0, -2, -0.2, 4
Cc1ccc(C(=O)O/N=C/C2=C(Cl)c3ccccc3CC2)cc1
→ 10, 20, 11, 15, 53, -1.2, -1, 0.5, 3
CCC(=O)OCC(=O)c1cc(C)n(-c2ccc(Br)cc2)c1C
→ 3, 6, -3, 7, 26, -1.0, -3, -0.6, 15
CC(C)CC(=O)NC(=S)Nc1ccc(NC(=O)c2ccco2)cc1
→ 8, -9, -2, 9, 12, 2.3, -1, -0.1, 3
CCCCCC(=O)NNC1=NCC(Cc2cccc(Cl)c2)S1 (stereo not given)
→ 10, 1, 10, 2, 9, 2.2, 2, 1.8, -3
CN(C)c1ccc(P(=O)(Nc2cccc(C(F)(F)F)c2)N2CCOCC2)c(NC(=O)c2cccs2)c1 (stereo not given)
→ 5, -15, 9, 5, 50, -2.4, -1, 0.5, 0
CCOC(=O)Cn1c2ccc(OC)cc2c2nc3ccccc3nc21
→ 5, -6, 30, 18, 35, 0.8, 6, -0.5, -6
O=C(Cc1cccs1)Nc1ccc(S(=O)(=O)Nc2ncccn2)cc1
→ 8&20, 6, 21, 15, -11, -0.5, -1, 1.3, 9
O=C(C1CCCN(S(=O)(=O)c2cnc[nH]2)C1)N1CCN(Cc2ccccc2)CC1 (stereo not given)
→ 10, 0, 23, 4, 11, 0.8, -1, 0.6, -5
CCc1cccc(CC)c1NC(=O)NC1CCCCC1
→ 7, 10, 24, -1, 26, 1.4, -2, 0.3, -3

The list is partial (hit frequency here may not be typical).
